Anesthetic bind: binds horse apoferritin like a general anesthetic | apoferritin/1-aminoanthracene competitive binding, fluorescence | P02791 | AID 485281 | hit rate 0.074% among 350,000 | Potency, µM (doses to about 77.5 µM), for the others: at the top dose activity change, negative = displacement, usual class: inhibitors; note: potency is the fitted concentration of half-maximal effect; % is set by controls: 0 for no effect and ±100 for the full control effect; nearly all actives have a fitted effect of over 20% in size
Target sequence (P02791 2-175 limits assumed): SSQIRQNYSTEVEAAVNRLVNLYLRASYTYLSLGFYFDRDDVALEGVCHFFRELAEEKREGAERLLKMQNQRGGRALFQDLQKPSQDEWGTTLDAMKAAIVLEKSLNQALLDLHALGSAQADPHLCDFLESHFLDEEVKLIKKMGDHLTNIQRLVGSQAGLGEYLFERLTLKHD
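In PBS, apoferritin at 10 uM is loaded with 1-AMA from a 50% saturated solution. After 10 min of compound exposure at ambient temperature, reduced 535 nm fluorescence indicates probe displacement.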
APE1 inh: inhibitors of human APE1 endonuclease | P27695 | recombinant APE1, TAMRA/BHQ-2 abasic DNA cleavage fluorescence | Potency, µM (series often up to 65.8 µM), for the others: at the highest dose activity change, negative = inhibition, most hits filed as inhibitors | hit rate 0.35% among 350,000;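 note: potency is the fitted concentration of half-maximal effect; plate controls were vehicle for no effect and reference inhibitor for full effect; nearly all actives have a fitted effect of over 55% in size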
Target sequence (P27695 whole entry, looked up): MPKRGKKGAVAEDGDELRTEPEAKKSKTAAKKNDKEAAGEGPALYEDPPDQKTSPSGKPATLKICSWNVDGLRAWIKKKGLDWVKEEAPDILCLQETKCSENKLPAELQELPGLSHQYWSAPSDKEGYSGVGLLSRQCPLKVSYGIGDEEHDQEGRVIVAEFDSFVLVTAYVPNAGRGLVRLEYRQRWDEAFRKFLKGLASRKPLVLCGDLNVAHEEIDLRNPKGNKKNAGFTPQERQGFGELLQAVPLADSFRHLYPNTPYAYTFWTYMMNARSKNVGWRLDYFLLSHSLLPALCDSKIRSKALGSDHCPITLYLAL
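Incision of a quenched TAMRA/BHQ-2 THF abasic-site duplex (50 nM) by 0.75 nM APE1, after 15 min compound preincubation, measured as fluorescence increase over three 60 s reads. Values normalized to buffer, DMSO and NSC13755 control wells.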
RXFP1 antagonist: RXFP1 (human) relaxin receptor antagonism; Q9HBX9; HEK293-RXFP1, relaxin-stimulated cAMP HTRF, 30 min; hits give low values; hit rate 0.59% among 350,000; AID 1259400; activity change, negative = inhibition, % at 57.5 µM;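 active = activity change of -60% or lower, but not beyond a set lower limit; inconclusive = change between -60% and -40%, or beyond the set limit; inactive = change above -40%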; note: % is set by controls: 0 for no effect and ±100 for the full control effect
Pol beta inh: DNA polymerase beta (human) inhibition; P06746; Pol beta primer extension/strand displacement, fluorescence kinetic; Potency, µM (highest dose often 114 µM), for inactives: top-dose activity change, negative = inhibition, hits mostly inhibitors; hit rate 1.3% among 340,000; note: potency is the fitted concentration of half-maximal effect; % is set by controls: 0 for no effect and ±100 for the full control effect
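Human Pol beta at 10 nM; strand-displacement substrate 50 nM final. Compound exposure 15 min at room temperature before start, reaction 10 min at room temperature.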
Pol eta inh: inhibitors of human DNA polymerase eta; recombinant Pol eta, fluorescent DNA replication assay; Potency, µM (highest dose often 114 µM), without a hit: at the highest dose activity change, negative = inhibition, usual class: inhibitors; hit rate 1.2% among 390,000; AID 588591; note: potency is the fitted concentration of half-maximal effect; % is set by controls: 0 for no effect and ±100 for the full control effect
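Pol eta at 10 nM preincubated with compounds 15 min at room temperature; reaction started with fluorescent substrate (50 nM final) and read kinetically at 0 and 10 min.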
Tb PGK inh: blocks T. brucei phosphoglycerate kinase. P07378. PGK/GAPDH coupled, Kinase-Glo luminescence, 60 min. Potency, µM (series often up to 57.5 µM), without a hit: at the top dose activity change, negative = inhibition, most hits filed as inhibitors. hit rate 0.043% among 380,000. AID 602233; note: potency is the fitted concentration of half-maximal effect; % is set by controls: 0 for no effect and ±100 for the full control effect; nearly all actives have a fitted effect of over 60% in size
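Luminescent ATP detection (Kinase-Glo Plus) follows a 60-minute room-temperature incubation, with wells lacking PGK as controls. Buffer: 100 mM TEA (pH 7.6), 5 mM MgCl2, 0.01% Tween-20. Coupling enzyme GAPDH (100 nM final) supplies unstable 1,3-BPG in-well.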
POLK inh: inhibitors of human DNA polymerase kappa. Q9UBT6. purified Pol kappa, fluorescent DNA synthesis assay, 10 min. Potency, µM (top dose mostly 107 µM), without a hit: at the highest dose activity, negative = inhibition, hits mostly inhibitors. hit rate 0.53% among 400,000. AID 588579; note: potency is the fitted concentration of half-maximal effect; % is set by controls: 0 for no effect and ±100 for the full control effect
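Readout: fluorescence, taken kinetically at 0 and 10 min. Conditions: 10 nM Pol kappa, 15 min RT compound preincubation, 50 nM substrate final. Controls: enzyme-free buffer wells.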
BLM helicase inh: inhibitors of human Bloom syndrome helicase BLM | Potency, µM (doses to about 56.1 µM), inactives show at the highest dose activity change, negative = inhibition, most hits filed as inhibitors | hit rate 0.2% among 350,000 | recombinant BLM DNA unwinding, fluorescence dequenching;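 note: potency is the fitted concentration of half-maximal effect; plate controls were vehicle for no effect and no enzyme for full effect; nearly all actives have a fitted effect of over 35% in size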
Pol iota inh: DNA polymerase iota (human) inhibition; Q9UNA4; Potency, µM (top dose mostly 115 µM), for inactives: top-dose activity, negative = inhibition, actives largely listed as inhibitors; AID 588590; hit rate 1% among 390,000; Pol iota fluorescent replication assay, 10 min; note: potency is the fitted concentration of half-maximal effect
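Pol iota at 10 nM preincubated 15 min with compounds at room temperature; reaction started with fluorescent substrate, 50 nM final. Fluorescence read kinetically at 0 and 10 min; buffer-only wells as negative control.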
Active calls of the source: *; i = inactive; u = inconclusive; x = not tested or not shown; & = joins results of further samples; [ ] = dose if it differs, or a comment. Unless noted, calls come from the whole dose curve; as a rule, active = well fitted curve in the direction sought with a large enough effect; inconclusive = small, poorly fitted or top-dose-only effect, or another doubt; inactive = no such curve, though single readings can be large; an effect the other way counts as inactive or inconclusive. Not all compounds are listed; the hit share may differ from the screen's.

SMILES	Anesthetic bind	APE1 inh	RXFP1 antagonist	Pol beta inh	Pol eta inh	Tb PGK inh	POLK inh	BLM helicase inh	Pol iota inh
CCOc1ccc(C(=O)NC(=S)Nc2ccccc2N2CCCCC2)cc1[N+](=O)[O-]	-19%	2%	1	-7%	-21%	i	-5%	-12%	17%
Cn1cc(CN2CCCCC2c2ccccn2)c(-c2ccc3c(c2)OCCO3)n1 (stereo not drawn)	-7%	1%	1	u	5%	-1%	-5%	1%	-24%
Cc1cccc(-n2c(SCc3cc(=O)n4ccsc4n3)nc3ccccc3c2=O)c1	-8%	-2%	-4	0%	u	-1%	0%	-3%	6%
COc1ccc(-n2ncc(S(=O)(=O)c3ccccc3)c2-c2ccc(Cl)cc2)cc1	-7%	-8%	-6	-9%	-18%	-8%	-2%	-7%	6%
c1ccc(Cc2nnc3sc(-c4ccccn4)nn23)cc1	-4%	7%	17	4%	9%	i	-2%	-3%	0%
O=C1/C(=C/c2ccc(F)cc2)SC(=S)N1CC(=O)N1CCCCC1c1cccnc1 (stereo not drawn)	u	-6%	3	-9%	0%	9%	-22%	-5%	u
CCOC(=O)C1=C(C(F)(F)F)Nc2ncnn2C1c1ccc(OC)c(OC)c1OC (stereo not drawn)	-6%	-2%	-8	47%	-18%	i	0%	3%	-7%
CC(=O)C(Cc1cnc(Cl)s1)(Cc1cnc(Cl)s1)C(C)=O	11%	-1%	-2	-19%	-21%	-6%	-24%	1%	-11%
CCS(=O)(=O)N1CCN(c2nc(-c3ccccc3)cs2)CC1	-6%	11%	-6	0%	-9%	-7%	5%	-5%	24%
COc1ccc(CCNC(=O)Cc2cccc(C(F)(F)F)c2)cc1OC	-7%	31%	-3	7%	-12%	-5%	8%	-1%	55%[activator]
O=C(CN(CCc1ccccc1)S(=O)(=O)c1ccc(Br)cc1)N/N=C/c1ccccc1C(=O)O	-5%	14%	-24	32%[activator]	-3%	7%	-6%	-4%	4%
COc1ccc(C2c3c(n(C)c4ccccc34)C(=O)N2CC(=O)Nc2ccccc2Cl)cc1 (stereo not drawn)	30%	x	-13	-18%	-8%	-8%	-28%	-10%	22%
O=C(Nc1ccccn1)c1ccc(CN(c2ccccc2)S(=O)(=O)c2ccccc2)cc1	-11%	-3%	7	2%	-18%	-10%	-5%	-9%	35%[activator]
O=C(CCCN1C(=O)/C(=C/c2ccc3c(c2)OCO3)SC1=S)Nc1cccc(C(=O)O)c1	u	-12%	-7	20%	u	3%	-9%	-8%	-22%
CCOCCCn1c(SC(C(=O)Nc2cc(C)ccc2C)c2ccccc2)nnc1-c1ccc(Cl)cc1 (stereo not drawn)	1%	-11%	-3	8%	-18%	-1%	-1%	-5%	-13%
Cc1ccc(CNC(=O)c2cnc3c(-c4ccccc4)c(C)nn3c2C)o1	-3%	x	u	5%	-7%	8%	1%	-2%	10%
O=C1CCC/C1=C/Nc1cccc(F)c1	-3%	26%	-10	27%	-9%	-1%	-13%	2%	116%[activator]
CC(=O)CC1(O)C(=O)N(Cc2ccccc2)c2ccccc21 (stereo not drawn)	-12%	0%	-9	25%	-9%	-11%	-6%	1%	19%
Cc1ccc(Cl)cc1N1CCN(C(=O)COc2ccc(S(=O)(=O)NC(C)C)cc2)CC1	1%	-1%	-1	7%	-5%	-7%	-4%	-10%	-21%
COc1c(F)c(F)c(C(=O)O)c(Nc2cc(C)cc(C)c2)c1F	-2%	11%	u	-4%	-17%	-2%	8%	-6%	16%
Cc1c(Cl)cccc1NC(=S)N(Cc1cccnc1)Cc1ccccc1Cl	-8%	1%	4	79%[activator]	-19%	-1%	-12%	-12%	175%[activator]
CCN1C(=O)c2ccc(C(=O)NCc3ccccc3)cc2C1=O	12%	2%	-9	12%	-11%	-3%	13%	-3%	-11%
CC1CCN(C(=O)CSc2nncn2C)CC1	-17%	0%	-4	19%	-12%	3%	1%	-1%	3%
CCCc1cc(C(=O)NC2CCCCC2)no1	-8%	-4%	8	-10%	-2%	i	-6%	0%	-6%
Cc1ccc(NC(=O)CSc2nc(-c3cccs3)nc3cc(=O)[nH]n23)cc1	-12%	x	-26	32µM*	79µM*	u	-34%	-8%	u
Nn1c(COc2ccccc2F)nnc1SCC(=O)NC1CCCCC1	x	8%	-2	x	-20%	4%	-5%	x	9%
CC(OC(=O)c1ccc(NC(N)=O)cc1)C(=O)Nc1ccc2c(c1)OCCO2 (stereo not drawn)	x	3%	-4	x	-16%	-7%	0%	x	52%[activator]
COCCCn1c(SCC(=O)NCc2ccccc2)nc2ccccc2c1=O	-4%	-9%	-10	7%	-1%	6%	0%	5%	32%[activator]
c1ccc(CN2CCN(c3ncccn3)CC2)cc1	-3%	-15%	-2	-1%	-6%	-3%	-7%	1%	94%[activator]
CC1=NN(c2ccc(C)cc2C)C(=O)C1C(c1ccccc1O)C1C(=O)N(c2ccc(C)cc2C)N=C1C (stereo not drawn)	5%	12%	-13	39%	-9%	4%	-11%	-6%	0.89µM*
COc1cccc(C2C(C(=O)c3ccc(C)o3)=C(O)C(=O)N2CCN2CCOCC2)c1OC (stereo not drawn)	-7%	11%	3	55%	-8%	4%	-14%	-1%	42%[activator]
COc1ccc(C(C(=O)NC2CCCC2)N(C(=O)c2snc(-c3ccc(F)cc3)c2N)c2ccc(OC)cc2)cc1 (stereo not drawn)	97%[activator]	-5%	-30	1%	-20%	2%	-1%	-6%	33%[activator]
Cc1ccc(S(=O)(=O)NCCC(=O)NCC(c2ccco2)N2CCCCC2)cc1C (stereo not drawn)	x	5%	18	x	-2%	2%	0%	x	1%
COc1ccccc1NC(=O)CSc1ccc(-c2ccccn2)nn1	-12%&0%	-4%	-9&-12	3%&18%	-24%&-25%	6%&-6%	-10%&-4%	-13%&-6%	35%&17%[activator]
CCN(CC)S(=O)(=O)c1ccc(N2CCOCC2)c(NC(=O)C2CCCC2)c1	-2%	4%	12	-5%	-14%	4%	-10%	6%	10%
CC(C)(C)n1nnc(CCc2nnn(C(C)(C)C)n2)n1	-16%	0%	5	28%	-12%	4%	-7%	-3%	6%
O=C(OCC(=O)N1CCCc2ccccc21)c1cccc(S(=O)(=O)N2CCOCC2)c1	x	u	1	x	-8%	-8%	-2%	x	14%
COc1ccc(N(CC(=O)NCCSCc2ccccc2C)S(=O)(=O)c2ccccc2)cc1	65%[activator]	-7%	-11	16%	-22%	-1%	-7%	-11%	-8%
O=S(=O)(Nc1cccc(CCc2ccccn2)c1)c1ccc2ccccc2c1	-7%	-5%	5	4%	0%	-4%	-6%	-4%	-12%
COCCNC(=O)c1onc(CSc2ccc(C(C)C)cc2)c1C(=O)O	-23%	5%	x	-12%	3%	-8%	9%	-4%	-1%
COCCNS(=O)(=O)c1ccc(C2CNC(=O)C2)cc1 (stereo not drawn)	-4%	-1%	-3	18%	-25%	-1%	16%	-1%	35%[activator]
CC1=C(C(=O)Nc2ccccc2)C(c2ccc(Cl)cc2)n2c(s/c(=C/c3cccc(OCC(=O)O)c3)c2=O)=N1 (stereo not drawn)	-8%	8%	-6	79µM*	56µM*	u	-13%	-23%	u
Cc1ccc(S(=O)(=O)N2CCN(C(=O)Cc3ccccc3)CC2)cc1	-17%	-1%	-8	0%	-11%	-9%	2%	-2%	-1%
CCCCn1c(N)c(N(CCOC)C(=O)C2CCN(S(=O)(=O)c3ccccc3)CC2)c(=O)[nH]c1=O	x	18%	-12	x	0%	-5%	-11%	x	22%
CCCCCOC(=O)CSc1nc2sc3c(c2c(=O)n1Cc1ccccc1)CC(C)(CC)OC3 (stereo not drawn)	-6%	x	x	13%	-15%	-10%	1%	-6%	8%
COCc1ccc(C(=O)NC2CC(C)(C)Cc3c2cnn3-c2ccc(OC)cc2)o1 (stereo not drawn)	-9%	40%[activator]	10	44%	-17%	-2%	-17%	-2%	51%[activator]
OCC1(CCCc2ccccc2)CCN(C2CCC2)CC1	-4%	8%	1	37%	-2%	4%	-5%	1%	-5%
CCn1ccc2cc(S(=O)(=O)N3CCCN(C(=O)Nc4ccccc4OC)CC3)ccc21	48%[activator]	x	x	26%	-13%	2%	-23%[60.1 µM]	-2%	-11%
CC(C)(C)OC(=O)N[C@@H](Cc1ccccc1)c1nnc(SCC(=O)O)o1	-19%	3%	5	8%	0%	5%	-5%	2%	19%
CCCOc1ccc(CNC(=O)C2CCN(c3nnc(N4CCCC4=O)s3)CC2)cc1	-2%	17%	0	2%	-12%	-1%	2%	0%	-8%

The list goes on:
SMILES	Anesthetic bind	APE1 inh	RXFP1 antagonist	Pol beta inh	Pol eta inh	Tb PGK inh	POLK inh	BLM helicase inh	Pol iota inh
CC(C)(C)N=Cc1cc(-c2ccccc2)sc1O	-16%	-2%	0	0%	8%	5%	-2%	-1%	1%
O=C1CCN(Cc2ccccc2)S(=O)(=O)c2c(F)cc(F)cc21	x	0%	x	x	-13%	-1%	-4%&-11%	x	9%&20%
N#Cc1ccc(NCC(=O)Nc2ccc(S(=O)(=O)N3CCCCC3)cc2)cc1	x	0%	-1	x	-9%	-2%	6%	x	-12%
C=CCn1c(-c2ccccc2)nc(=S)c2c1CCCC2	3%	-5%	-3	-1%	-10%	-3%	2%	3%	60%[activator]

High-throughput results: PubChem BioAssay, National Center for Advancing Translational Sciences (NCATS)
